Screens deposited in PubChem by several laboratories.
M. tuberculosis GlmU = inhibition of mycobacterial GlmU enzyme – biochemical, glucosamine-1-phosphate acetyltransferase (AID 1376); M. tuberculosis GlmU acetyltransferase enzyme assay; higher % means a stronger effect; inhibition, %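 (tested at 30 µM in the primary screen)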; hits with a dose series show IC50 in µM; 220,000 tested, 0.25% active; in the data active = inhibition above about 13%; inconclusive = no clear call, values can overlap the other calls;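 also: 0% = complete reaction with vehicle and 100% = reaction without substrate; strong numbers were not always called active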
RmlCD inh 1536 = inhibitors of Mycobacterium tuberculosis RmlC and RmlD coupled enzymes; P9WH09+P9WH11; RmlC+RmlD coupled enzyme assay, percent inhibition; primary screen in compound mixtures; inhibition, % at 3.6 µM; 160,000 tested, 0.03% active; AID 1533; in the data active = inhibition mostly above about 34%, no sharp cut-off; inconclusive = no clear call, values can overlap the other calls; inactive = mostly below about 22%; also: some results filed as inactive read as strong as hits
Target sequence (P9WH09 whole entry, looked up): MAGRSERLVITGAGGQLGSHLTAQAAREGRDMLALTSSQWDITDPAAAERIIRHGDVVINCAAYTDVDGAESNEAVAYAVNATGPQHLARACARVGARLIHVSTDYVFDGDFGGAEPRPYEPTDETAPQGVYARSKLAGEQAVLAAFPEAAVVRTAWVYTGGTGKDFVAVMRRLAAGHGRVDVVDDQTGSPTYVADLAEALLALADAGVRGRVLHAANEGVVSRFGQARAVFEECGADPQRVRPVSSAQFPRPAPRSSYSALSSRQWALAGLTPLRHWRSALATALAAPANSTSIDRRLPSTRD
Target sequence (P9WH11 whole entry, looked up): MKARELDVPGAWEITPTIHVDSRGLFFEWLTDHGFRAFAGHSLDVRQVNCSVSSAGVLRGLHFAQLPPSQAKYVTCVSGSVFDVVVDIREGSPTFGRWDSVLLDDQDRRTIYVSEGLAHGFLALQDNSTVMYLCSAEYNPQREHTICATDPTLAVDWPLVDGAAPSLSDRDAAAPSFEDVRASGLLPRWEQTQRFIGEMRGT
Active calls of the source: *; ? = inconclusive; nt = not tested or not shown. These rows are one share of the data; count on the stated rates, not on these rows.

molecule | RmlCD inh 1536 | M. tuberculosis GlmU
COc1ccc(Cl)cc1C(=O)NCCc1ccc(S(=O)(=O)NC(=O)NC2CCCCC2)cc1 | nt | -5.4%
CCn1c(SCC(=O)OC)nnc1-c1ccccc1 | nt | 6.5%
CN(Cc1nc(-c2ccc(C(F)(F)F)cc2)no1)C1CCOCC1 | 16.3 | 3.9%
Cc1ccc(S(=O)(=O)N2CCCC2C(=O)n2nc(C)cc2C)cc1 (stereo unspecified) | 10.2 | nt
O=C(c1ccc(S(=O)(=O)N2CCCC2)cc1)N1CCCc2ccccc21 | 0.5 | 1.1%
C=CCSc1nnc(-c2ccccc2N=Cc2c(C)[nH]n(-c3ccccc3)c2=O)c(=O)[nH]1 | -4.6 | 0.5%
CCc1ccccc1NC(=S)N(CCCN1CCOCC1)Cc1cccs1 | 8.4 | 4.1%
CCOC(=O)c1nnc2cc(C)nn2c1C | -3.2 | 2.3%
COc1ccc(C2(CNC(=O)Cc3ccccc3)CCCC2)cc1OC | 19.0 | 4.7%
CN(C)C(=S)Nc1ccc2c(c1)OCO2 | -5.7 | 2.6%
Cc1ccc2oc(=O)n(CC(=O)O)c2c1 | 6.0 | -5.7%
O=C(CCCCCn1c(=O)[nH]c2ccsc2c1=O)N1CCN(C2CCCCC2)CC1 | 5.9 | -6.6%
CCN1C(=O)C(=O)N(CC(=O)Nc2ccccc2Oc2ccccc2)C1=O | 2.7 | -2.3%
Cn1c(CN2CCCC2)nc2cc(NC(=O)COc3ccc(Cl)cc3)ccc21 | 9.3 | 0.9%
Cc1cc(OCC(=O)N(C)C2CCCCC2)cc(C)c1Cl | -4.0 | -0.4%
COC(=O)c1ccc(-n2nnnc2SC)cc1 | 54.2 | -3.6%
CCOC(=O)c1c(-c2ccsc2)csc1N | nt | 1.6%
Cc1cc(C)cc(OCC(=O)N2N=C(c3cccnc3)CC2(O)C(F)(F)F)c1 (stereo unspecified) | nt | 0.9%
C=CCOc1ccccc1CNCCNC(=O)c1nonc1N | 8.3 | -0.1%
CS(=O)(=O)c1ccc(CNC(=O)C2(C(F)(F)F)C/C(=C/CCO)CCCO2)cc1 (stereo unspecified) | nt | -2.2%
COc1ccccc1-n1c(=O)oc2ccc(Cl)cc2c1=O | -3.7 | 4.2%
CCOc1ccc(S(=O)(=O)NC(C)C)cc1C(N)=O | nt | 1.6%
CCOc1cccc2cc(-c3nnc(NCc4ccco4)s3)c(=O)oc12 | nt | 0.8%
Cc1cccc(NC(=S)N2CCCCC2)c1 | 3.2 | 5.1%
CCCC[n+]1ccn(-c2nc3ccccc3nc2[N-]S(=O)(=O)c2ccccc2)c1 | -7.5 | -3.7%
CCOP(=O)(OCC)C(O)c1ccccc1 (stereo unspecified) | nt | 0.8%
C/C(CC(=O)Nc1ccc(Cl)cc1Cl)=N\NC(=O)C(=O)NCCO | -2.7 | 1.3%
CCc1c(C)nc(N)nc1N1N=C1SCCOc1ccccc1 | nt | -1.2%
CCC1=C(OC(=O)N(CC)CC)N2C(=O)OC(=NCC(=O)OC)[C@]2(Cc2ccccc2)[C@H]2C1=CC[C@H]1C(=O)NC(=O)[C@H]12 | nt | 1.9%
O=C(CC(SCCO)c1ccc(F)cc1)c1ccco1 (stereo unspecified) | nt | 3.5%
Cc1cc(CNC(=O)COc2cc(F)ccc2[N+](=O)[O-])c2ccccc2n1 | -5.3 | 3.5%
CC(C)(C)c1csc(NC(=O)Nc2ccccc2)n1 | 3.7 | 3.0%
Cc1cccc(NC(=O)CNc2cc(C)ccc2C)c1 | 40.6 | -0.7%
Cc1cccc(N=C(N2CCOCC2)P(=O)(N2CCOCC2)N2CCOCC2)c1 | nt | -0.5%
Cc1ccc(CS(=O)(=O)c2ccccc2-c2nnc(-c3ccc(Cl)cc3)o2)cc1 | nt | 4.6%
Cc1nc(NC(=O)CC(C)C)sc1-c1csc(Nc2ccc(Cl)cc2)n1 | nt | -3.0%
O=C(O)CCc1ccc(-c2cccs2)n1CCc1ccccc1 | 2.1 | -0.2%
CC(C)(C)NS(=O)(=O)c1ccc(OCC(=O)NCCC2=CCCCC2)cc1 | -6.3 | -1.1%
CCN1CCN(CCNC(=O)c2ccc(CS(=O)(=O)c3ccccc3C)o2)CC1 | 3.4 | -4.7%
O=C(NCc1ccc(F)cc1)C1CCN(S(=O)(=O)N2CCC3(CC2)OCCO3)CC1 | -11.4 | 4.2%
O=C1/C(=C/c2ccc(F)cc2)Oc2cc(OC(=O)N3CCOCC3)ccc21 | 59.7 | -4.4%
CSC1=N/C(=C\c2ccccc2F)C(=O)S1 | -3.0 | nt
O=C1OC(=O)C2C1[C@@H]1CC[C@H]2O1 (stereo partly specified) | nt | 1.6%
CC(=O)Nc1cn(-c2ccccc2)nc1-c1ccccc1 | -0.6 | -4.5%
Cc1cc(C)c(OCCOCCN2CCNCC2)c(C)c1 | nt | 2.1%
CC1CCCCN1C(=O)CN1C(=O)CN(C)C(=O)c2ccccc21 (stereo unspecified) | nt | 6.3%
CC1=C(C(=O)Nc2ccc(Br)cc2)C(c2ccco2)NC(=O)N1 (stereo unspecified) | -7.5 | 5.4%
COc1ccc2c(CC(=O)NCCN3C(=O)S/C(=C\c4cccnc4)C3=O)coc2c1 | -7.6 | -3.2%
O=C(Cc1ccc(Br)cc1)Nc1cccc(Cl)c1 | -6.8 | -3.1%
C=CCNC(=O)N1CCC(CO)(Cc2ccc(Cl)cc2)CC1 | -6.0 | 3.4%
CSCCC(NS(=O)(=O)c1ccc2ccccc2c1)C(=O)O (stereo unspecified) | -5.2 | 0.4%
OC1(c2cccs2)CN(c2ccc(Br)cc2)C2=[N+]1CCCS2 (stereo unspecified) | 6.0 | -1.9%
COc1ccc(CCNC(=O)c2cc3ccccn3n2)c(OC)c1OC | 6.3 | 3.1%
NC(N)=Nc1nc2ccc(Br)cc2c(=O)[nH]1 | 7.3 | -6.1%
COc1ccc(C)cc1S(=O)(=O)N1CCC(C(=O)NCCC2=CCCCC2)CC1 | 8.2 | -6.3%
COC(=O)C1CCN(S(C)(=O)=O)CC1 | nt | 0.2%
CCN(Cc1ccccc1)C(=O)COc1cc(=O)n(CC)c2ccccc12 | -4.1 | -5.7%
Brc1ccc(-c2noc3c2-c2nc(C4CCCCC4)sc2CC3)cc1 | nt | 1.5%
Cc1cc(CNC(=O)C2(C(F)(F)F)C/C(=C\Cc3ccccc3)CCCO2)nn1C (stereo unspecified) | nt | -0.4%
NC(=O)c1cc2ccc(O)cc2oc1=NCc1ccccc1 | -1.4 | 3.1%

Next compounds
molecule | RmlCD inh 1536 | M. tuberculosis GlmU
Cc1ccc(OCC(O)CN2CCN(CC(O)COC(C)C)CC2)c(C(C)(C)C)c1 (stereo unspecified) | -7.9 | 2.1%
Cc1ccc(C(=O)N/C(=C\c2ccc(-c3ccc(Br)cc3)o2)C(=O)NC2CCS(=O)(=O)C2)cc1 (stereo unspecified) | 10.1 | 1.3%
Cc1nc(C)n(CC(=O)c2ccc(Cl)cc2Cl)n1 | -10.0 | -5.9%
N/C(=N\OC(=O)c1cc(-c2ccccc2)nc2ccccc12)c1ccccn1 | 4.7 | 1.5%
O=C(COC(=O)c1ccc(O)cc1)NCc1ccc2c(c1)OCO2 | nt | -0.5%
CCN(CC)S(=O)(=O)c1ccc(N2CCOCC2)c(NC(=O)CC23CC4CC(CC(Br)(C4)C2)C3)c1 | 5.5 | 0.6%
COc1ccccc1C(=O)NNC(=S)NC(=O)c1cc(OC)c(OC)c(OC)c1 | -5.9 | -3.8%
Cc1ccc(Nc2ncnc3c2oc2ccccc23)cc1 | 4.1 | nt
CN1CCc2ccccc2CC1=O | -7.0 | -3.9%
CCS(=O)(=O)c1ccc2oc(SCC(=O)NCCC3=CCCCC3)nc2c1 | nt | -0.5%
N=c1nc(SCCC(=O)O)ss1 | 7.6 | 1.5%
Cc1ccccc1OCC(=O)NNC(=O)Nc1ccccc1 | -11.6 | 5.3%
CCCOc1ccc(N2C(=O)CC(SC(=NC)Nc3ccc(F)cc3)C2=O)cc1 (stereo unspecified) | 12.3 | 1.9%
CCCNC(=O)c1csc2c1CCCCC2 | nt | 2.3%
O=C(N/N=C/c1cccc([N+](=O)[O-])c1)c1ccc2nc[nH]c2c1 | 8.7 | 2.2%

Reformatted with two lines to a compound: part of the list above
Each structure is followed by: RmlCD inh 1536, M. tuberculosis GlmU
> Cc1ccccc1OCC(=O)NNC(=O)Nc1ccccc1
    -11.6, 5.3%
> CCCOc1ccc(N2C(=O)CC(SC(=NC)Nc3ccc(F)cc3)C2=O)cc1 (stereo unspecified)
    12.3, 1.9%

Other entries
molecule | RmlCD inh 1536 | M. tuberculosis GlmU
Cc1nc2cc(-c3ccc(Cl)cc3)nn2c(C)c1CCC(=O)NCc1ccco1 | 10.8 | 1.3%
CC(=O)N1CCC(N(CCN2CCOCC2)C(=S)Nc2cccc(C)c2C)CC1 | -3.7 | -4.0%
Cc1ccc2c(c1)sc(=NC(=O)C1CC1)n2C | nt | -1.3%
CNc1csc(C)c(C)c1=O | -3.1 | 0.4%
CCOC(=O)C1CCCN(C(=O)c2cc(-c3ccc(F)cc3)nc3ccccc23)C1 (stereo unspecified) | -5.7 | 0.3%
COc1ccc(/C=C(\C#N)C(=O)OC2CCOC2=O)cc1 (stereo unspecified) | 5.8 | -5.1%
O=C(O)C1CSC2(c3ccc4c(c3)OCCO4)CCC(=O)N12 (stereo unspecified) | 62.9 | -2.1%
O=[N+]([O-])c1ccc(NNC(=S)Nc2ccc(F)cc2)cc1 | nt | 2.1%
Cc1noc(NS(=O)(=O)c2ccc(NC(=O)c3ccc(N4C(=O)c5ccccc5C4=O)cc3)cc2)c1C | -11.1 | 7.2%
Cn1c(=O)c2c([nH]c(OCc3ccc(Cl)cc3Cl)[n+]2Cc2ccc(F)cc2)n(C)c1=O | -19.7 | -0.7%
O=[N+]([O-])c1cc(Cl)ccc1-c1nc(-c2ccncc2)no1 | -10.8 | 1.0%
Cc1cc(-c2cccs2)c(C#N)c(=S)[nH]1 | -5.3 | -1.8%
CCOC(=S)SCC(=O)N1CCc2cc(OC)c(OC)cc2C1C1C(=O)CC(C)(C)CC1=O (stereo unspecified) | -10.1 | 6.7%
CN(CC(=O)NCCc1ccccc1)S(=O)(=O)c1cccs1 | -3.1 | -1.9%
O=c1c(Br)c(N2CCOCC2)cnn1-c1ccccc1 | 4.3 | -4.8%
COc1ccc(-c2cc(C(=O)NCc3cccs3)no2)cc1 | 4.0 | 4.3%
C/C(Cl)=C\Cn1c(NCCCn2ccnc2)nc2c1c(=O)n(C)c(=O)n2C | -5.3 | -0.6%
Oc1ccc(-c2cn3c(n2)SCC3)cc1O | -7.3 | 2.9%
O=C(N/N=C1\NC(=O)C(CO)(CO)S1)c1ccccc1 | -7.1 | 3.9%
COc1ccc(OC)c(NC(=O)CSc2nnc(-c3cccnc3)s2)c1 | 9.0 | 1.7%
CCc1nnc(NC(=O)CSc2nnc(Cc3cccn3C)n2CCOC)s1 | nt | -4.0%
COC(=O)C1=C(Nc2cc(Cl)cc(Cl)c2)CSC1 | 2.4 | 2.1%
COc1ccccc1N1C(=O)NC(=O)/C(=C\c2cnn(-c3ccccc3)c2)C1=O | 12.3 | -3.0%
N/C(=N/OS(=O)(=O)c1ccc([N+](=O)[O-])cc1)c1ccncc1 | -0.3 | 5.1%
CC1CCCCC1NC(=O)C1CCN(S(=O)(=O)N2CCC3(CC2)OCCO3)CC1 (stereo unspecified) | -2.9 | 2.8%
Cc1ccccc1NC(=S)N(CCN(C)C)C(C)c1ccco1 (stereo unspecified) | -14.7 | -1.1%
O=C1CN(Cc2cc(=O)oc3cc4c(cc23)CCC4)CCN1 | -9.9 | -0.9%
CCN1C=C(C(=O)OC)C(c2cccc(OC)c2OC)C(C(=O)OC)=C1 | nt | -0.8%
CCOC(=O)c1sc(NC(=O)c2ccccc2F)c(C(N)=O)c1C | nt | -0.9%
Cc1cc(NC(=O)C(Cl)(Cl)Cl)no1 | 8.4 | 6.3%
Cc1cc(C)nc(SCC(=O)NNC(=O)c2cccs2)n1 | 0.9 | 2.5%
CC1CCN(CCCCOc2ccccc2[N+](=O)[O-])CC1 | -1.6 | -5.7%
O=C(O)CCc1ccc(-c2ccc(F)cc2)n1CC1CCCO1 (stereo unspecified) | -1.4 | 1.8%
Cc1ccc(Cn2ccc(NC(=O)c3cc4nc(-c5ccco5)cc(C(F)(F)F)n4n3)n2)cc1 | ? | 0.7%
O=C(O)Cn1ncc2ccccc2c1=O | -4.2 | -1.9%
CCN(CC)S(=O)(=O)c1cccc(C(=O)N/N=C2\CCCC(=O)C2)c1 | nt | -5.1%
CCCCc1cn([C@@H](CCCCNC(=O)OC(C)(C)C)C(=O)N2CCN(C(=O)OC(C)(C)C)CC2)nn1 | nt | 0.8%
COC(=O)CCC(=O)Nc1ccc(C)cc1OC(=O)CCC(=O)OC | 9.5 | -0.5%
COc1ccc(NC(=O)CSc2nc3c(c(=O)[nH]2)CCC3)cc1OC | 12.8 | 0.6%
CC(=O)c1cccc(NC(=O)c2ccc(NS(C)(=O)=O)cc2)c1 | 18.5 | 2.9%
Clc1ccc(CSc2ncn(-c3ccccc3)n2)cc1 | nt | -4.4%
Cc1cc(C)n2nc(SCc3nnc(SCc4ccccc4C)s3)nc2n1 | -3.8 | -3.9%
CCOC(=O)c1cn(Cc2ccc(Br)cc2)nn1 | 5.7 | 1.4%
Cc1ccc(NC(=O)/C(=C\c2cccnc2)NC(=O)c2ccco2)cc1 | -12.9 | -3.1%
CC(C)CN(CC(C)C)C(=O)C1C2c3ccccc3C(c3ccccc32)C1C(=O)O (stereo unspecified) | -14.5 | 1.1%
NC(N)=NNC(=O)c1ccccc1Cl | 9.3 | 6.5%
C=CCC1(CN2CCCCCC2=O)C(=O)NC(=O)NC1=O | -7.2 | -6.2%
